Screening results as filed in PubChem.
Pemphigus Ab inh = inhibitors of pemphigus antibody binding to DSG3, primary screen, biochemical, bead-based, flow cytometry, scFv-GFP | Desmoglein-3 (Homo sapiens), P32926 | DSG3-coupled beads, scFv-anti-DSG3-GFP binding; active compounds read low | binding (percent of control), % at 10 µM | 0.48% of 310,000 active;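 active = binding more than 3 SD below its plate's average and above zero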;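 also: hits lower antibody fragment binding to DSG3; some compounds called inactive have numbers as strong as hits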
Target sequence (P32926 whole entry, looked up, the tested form may be a part): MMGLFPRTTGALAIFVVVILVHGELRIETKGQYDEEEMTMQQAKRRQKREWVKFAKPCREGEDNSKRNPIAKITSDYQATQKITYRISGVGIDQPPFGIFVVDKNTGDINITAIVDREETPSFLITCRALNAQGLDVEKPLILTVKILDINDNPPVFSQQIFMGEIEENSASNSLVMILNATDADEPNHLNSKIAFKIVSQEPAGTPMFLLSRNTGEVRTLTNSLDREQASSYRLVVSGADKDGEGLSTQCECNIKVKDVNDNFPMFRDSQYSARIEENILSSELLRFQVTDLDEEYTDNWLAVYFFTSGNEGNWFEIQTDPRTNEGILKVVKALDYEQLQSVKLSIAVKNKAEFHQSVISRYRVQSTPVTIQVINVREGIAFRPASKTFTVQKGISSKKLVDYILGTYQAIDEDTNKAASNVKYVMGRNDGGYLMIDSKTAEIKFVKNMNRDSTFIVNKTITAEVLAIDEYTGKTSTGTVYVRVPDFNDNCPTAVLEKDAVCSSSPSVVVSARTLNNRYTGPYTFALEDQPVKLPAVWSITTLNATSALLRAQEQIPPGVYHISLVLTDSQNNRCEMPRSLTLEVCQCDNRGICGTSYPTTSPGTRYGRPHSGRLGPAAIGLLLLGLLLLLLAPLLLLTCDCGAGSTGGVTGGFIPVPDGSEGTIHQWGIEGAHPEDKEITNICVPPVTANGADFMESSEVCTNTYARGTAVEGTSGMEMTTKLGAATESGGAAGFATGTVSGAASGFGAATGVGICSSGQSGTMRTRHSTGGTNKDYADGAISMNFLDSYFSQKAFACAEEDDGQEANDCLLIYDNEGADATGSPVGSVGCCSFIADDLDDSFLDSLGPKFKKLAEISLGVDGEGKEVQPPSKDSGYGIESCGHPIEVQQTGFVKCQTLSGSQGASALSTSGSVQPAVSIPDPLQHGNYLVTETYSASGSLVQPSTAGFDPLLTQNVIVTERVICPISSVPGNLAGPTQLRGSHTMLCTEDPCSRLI
NSD2 HMT inh = NSD2 histone methyltransferase inhibitors, primary screen, biochemical, AlphaScreen, single concentration, set 2; 0.54% of 310,000 active; inhibition, % at 12.5 µM; NSD2 peptide methylation, 120 min; AID 743445, 2014; in the data active = inhibition above about 50%
Arrestin-AP2 inh = inhibitors of beta-arrestin/AP2 binding, primary screen, biochemical, GPCR trafficking, flow cytometry; AID 504490, 2011; FITC-arrestin peptide / GST-AP2 beads; AP2 beta2 appendage carries R879A mutation; 0.31% of 340,000 active; inhibition, % at 10 µM;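 active = inhibition above a set limit, near 3 SD of compounds lacking own fluorescence, cut at about 54% in these data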;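 also: plate controls were DMSO wells for no effect and 5 µM unlabelled arrestin peptide for full effect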
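Assay system: GST-AP2 R879A bound to glutathione beads, E. coli-expressed; Medium: PBS with 0.05% Tween 20 and 0.1% BSA; Also added: fluorescein-tagged arrestin peptide at 50 nM final; Timing: 12 min plus 1 h, RT; Measured by: flow cytometry, FL1 (488/535 nm); Evaluation: percent drop in bead-associated FITC signal.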
CDK5 inh = inhibitors of human CDK5/p35 kinase, primary screen, biochemical, single concentration | inhibition, % at 10 µM | 0.01% of 330,000 active | Cyclin-dependent kinase 5 (Homo sapiens) + Cyclin-dependent kinase 5 activator 1 (Homo … | Recombinant CDK5/p35, ADP-Glo luminescence, 60 min;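 active = highest replicate inhibition of at least 50% and at least 75% of replicates reaching 50%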;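 also: plate controls were DMSO neutral control for no effect and GW8510 at 10 µM for full effect; many of its hits are not listed in these tables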
dFosB activator = activators of delta FosB homodimer, primary screen, biochemical, fluorescence polarization, TAMRA-CDK5 oligo, single point; Protein FosB (Mus musculus), P13346; 0.99% of 340,000 active; AID 493131, 2011; activation, % at 25 µM; purified delta FosB; percent of positive-control signal above neutral wells;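 active = mean activation above about 17%, with every replicate also reaching it, limit read from the data, passing the limit was not always enough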;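 also: fluorescence polarization rise as delta FosB binds a TAMRA Cdk5 AP-1 oligo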
SR-BI HDL uptake = inhibitors of SR-BI mediated HDL lipid uptake, primary screen, ldlA[mSR-BI] cells, fluorescence, single point. ldlA[mSR-BI] CHO cells, DiI-HDL uptake fluorescence, 3 h. inhibition, % at 12.5 µM. 0.96% of 320,000 active. Scavenger receptor class B member 1 (Mus musculus), Q61009;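 active = mean replicate inhibition of at least 70% and a set share of replicates each scoring 70 or more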;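 also: 0% = median of neutral control wells and 100% = median of positive control wells; values of inactives mirror those of a sister screen read the other way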
SR-BI DiI-HDL act = activators of SR-BI mediated DiI-HDL uptake, primary screen, ldlA[mSR-BI] CHO cells, DiI fluorescence; 0.096% of 320,000 active; 3 h; 100 = double the neutral-control signal; activation, % at 12.5 µM;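 active = mean replicate activation of at least 60% and every replicate at or above 60%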;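 also: 0% = median plate neutral-control signal and 100% = twice that signal; values of inactives mirror those of a sister screen read the other way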
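Test system: SR-BI-overexpressing, LDLR-lacking CHO cells. Measured by: DiI fluorescence, bottom read. Medium: Ham's F12 with 0.5% BSA, HEPES 25 mM, pH 7.4. Timing: 3 h uptake period with compound, 37 °C.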
MITF act = activators of MITF-driven TRPM1 promoter reporter, primary screen, cell-based, SK-MEL-5, luciferase, single point; SK-MEL-5 TRPM1-promoter luciferase, 24 h; % of positive control, neutral wells = 0; AID 588334, 2011; activation, % at 12.5 µM; 0.75% of 300,000 active;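 active = mean activation of at least 80% with every replicate also reaching 80%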;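 also: 0% = neutral control wells and 100% = parthenolide positive control wells; values of inactives mirror those of a sister screen read the other way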
PKA-R2B activ = activators of PKA-R2B holoenzyme, primary screen, biochemical, fluorescence polarization, Cy5-IP20, human. PKA-R2B holoenzyme dissociation; R2B truncated from residue 108, S112A mutant; 0% DMSO only, 100% 113 µM cGMP. AID 504700, 2011. 0.079% of 340,000 active. cAMP-dependent protein kinase catalytic subunit beta (Homo sapiens) + cAMP-dependent …. activation, % at 11.4 µM;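 active = activation above a cutoff set at the mean over all compounds plus 3 SD, cut at about 18% in these data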;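 also: higher means more holoenzyme dissociation and a rise in polarization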
Mot1-301 SUMO = yeast Mot1-301 growth rescue at high temperature, primary screen, SUMOylation pathway inhibitor project, S. cerevisiae, ATP luminescence, 38.5C; growth rescue, % at 18.8 µM; 1% of 320,000 active; AID 2716, 2010; S. cerevisiae Mot1-301 growth rescue; percent above DMSO median, 100 means doubled;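 active = every valid replicate shows activation above 250% relative to neutral control wells; inactive = the rest, any valid replicate at or below 250%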;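 also: OY570 slx delta 5 strain wells were the positive control but not used for scaling; some compounds called inactive have numbers as strong as hits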
PKA-R1A activ = activators of PKA-R1A holoenzyme, primary screen, biochemical, fluorescence polarization, Cy5-IP20, bovine R1A, mouse PKAc. cAMP-dependent protein kinase type I-alpha regulatory subunit (Bos taurus) + …. PKA-R1A dissociation; scaled: DMSO 0%, 113 µM cGMP 100%. activation, % at 11.4 µM. 0.083% of 340,000 active. AID 504707, 2011;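 active = percent activation above the mean of all tested compounds plus 3 SD, cut at about 19% in these data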;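 also: higher means more PKAc released from R1A so a rise in polarization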
The depositor's hits bear a star; x = not tested or not shown.

Sample of the layout (five entries):
SMILES	Pemphigus Ab inh	NSD2 HMT inh	Arrestin-AP2 inh	CDK5 inh	dFosB activator	SR-BI HDL uptake	SR-BI DiI-HDL act	MITF act	PKA-R2B activ	Mot1-301 SUMO	PKA-R1A activ
Cn1cc(Br)c(C(=O)Nc2c(F)c(F)c(F)c(F)c2F)n1	106	-3	-11	0.3	3	22	-22	-7	-4	3	3
Cc1cc(C)c(OCC(=O)N/N=C/c2ccco2)c(C)c1	98	-2	9	-0.9	-7	-3	3	-1	0	568*	-13
C=C(C)[C@@H]1CC=C(CN2CCN(Cc3ccccc3)CC2)CC1	97	12	60*	0.3	-5	9	-9	14	0	160	1
CN(C)S(=O)(=O)N1CCC(Oc2cccc(C(=O)NC3CCCCCC3)c2)CC1	103	-1	24	1.6	-6	35	-35	-39	0	5	9
O=C(NCCCCCCOC1=NS(=O)(=O)c2ccccc21)C(=O)Nc1ccccc1	97	46	6	0.8	-1	14	-14	25	-5	63	9

Main list, from the start:
SMILES	Pemphigus Ab inh	NSD2 HMT inh	Arrestin-AP2 inh	CDK5 inh	dFosB activator	SR-BI HDL uptake	SR-BI DiI-HDL act	MITF act	PKA-R2B activ	Mot1-301 SUMO	PKA-R1A activ
Cn1cc(Br)c(C(=O)Nc2c(F)c(F)c(F)c(F)c2F)n1	106	-3	-11	0.3	3	22	-22	-7	-4	3	3
Cc1cc(C)c(OCC(=O)N/N=C/c2ccco2)c(C)c1	98	-2	9	-0.9	-7	-3	3	-1	0	568*	-13
C=C(C)[C@@H]1CC=C(CN2CCN(Cc3ccccc3)CC2)CC1	97	12	60*	0.3	-5	9	-9	14	0	160	1
CN(C)S(=O)(=O)N1CCC(Oc2cccc(C(=O)NC3CCCCCC3)c2)CC1	103	-1	24	1.6	-6	35	-35	-39	0	5	9
O=C(NCCCCCCOC1=NS(=O)(=O)c2ccccc21)C(=O)Nc1ccccc1	97	46	6	0.8	-1	14	-14	25	-5	63	9
CC(=O)Nc1ccc(C(=O)OC2CCCCC2=O)cc1 (configuration not stated)	97	1	7	0.3	-2	-1	1	7	-3	0	4
Cc1nn(C)c(C)c1NC(=O)c1ccccc1NC(=O)Nc1ccccc1	108	-2	26	-3.7	-3	10	-10	x	3	-6	3
Cc1cc(C)c2cc3c(N)c(C(=O)N4CCOCC4)sc3nc2c1	104	4	-9	-2.9	-11	0	0	47	-4	1	-7
Cc1nnc(SCC(=O)Nc2cc(S(=O)(=O)N3CCOCC3)ccc2C)s1	103	2	-1	-3.2	-5	-21	21	-7	-2	x	-2
C/C(=N\N=C1\NC(=O)C(Cc2ccccc2)S1)c1ccccc1 (configuration not stated)	104	-26	-14	-4.7	-26	10	-10	-6	-7	274	-17
COC(=O)c1cc2n(n1)CCN(Cc1ccc(OC)cc1)C2=O	107	1	9	-1.8	-4	-18	18	-10	4	-14	1
C=CCOC(=O)C1=C(C)NC(C)=C(C(=O)OCC=C)C1c1ccco1	x	3	-6	-1.2	2	2	-2	x	-10	-4	-17
CCOC(=O)c1sc(NC(=O)c2ccccc2OC)nc1C	98	x	-1	0.1	-24	6	-6	23	-15	2	-3
N=C1C(c2nc3ccccc3c(=O)[nH]2)=C(O)CN1CCc1ccccc1	102	x	-6	-0.1	0	13	-13	5	-5	-8	-10
COc1cccc(CNC(=O)c2ccc(C)c(S(=O)(=O)N3CCOCC3)c2)c1	96	-2	24	-0.6	-14	16	-16	1	-2	-8	15
COc1ccc(C)cc1NC(=O)CSc1nnc(COc2ccccc2)n1Cc1ccco1	86	0	-12	0.8	-13	29	-29	x	-6	x	-1
C=CCn1c(SCC(=O)c2cccs2)nc2sc(C)c(C)c2c1=O	94	-5	0	-0.3	-8	2	-2	5	-2	512	-3
COc1ccc(S(=O)(=O)NCc2ccccn2)cc1NC(=O)c1ccc(Cl)cc1	102	0	2	-0.2	-8	38	-38	-15	-7	3	-13
c1cc2c(c(NCc3ccncc3)c1)CCCC2	102	x	2	-1.0	-5	20	-20	-5	-10	47	-9
Oc1ccc2ccc(Cl)cc2c1	92	-1	5	-2.0	-13	7	-7	-9	0	x	-8
COC(=O)C1=C(N)Oc2c(oc(CO)cc2=O)C1c1ccccc1F (configuration not stated)	107	1	3	-0.9	-3	-28	28	2	-1	-4	2
CCN(CC(=O)NCc1cccs1)S(=O)(=O)c1ccc(F)c(F)c1F	104	2	45	-0.2	1	-34	34	1	2	12	-9
CSc1ccccc1NC(=O)Cn1nnc(-c2ccc(S(C)(=O)=O)cc2)n1	79	-3	-7	0.7	30*	-24	24	5	1	1	11
COc1ccc(-n2c(SC3CCOC3=O)nc3ccccc3c2=O)cc1OC (configuration not stated)	99	3	0	1.2	-4	-11	11	-14	-3	23	-1
O=C(Nc1ccccc1C(F)(F)F)NC1CCCCC1	112	-1	10	0.1	8	17	-17	2	-3	2	0
Next section
SMILES	Pemphigus Ab inh	NSD2 HMT inh	Arrestin-AP2 inh	CDK5 inh	dFosB activator	SR-BI HDL uptake	SR-BI DiI-HDL act	MITF act	PKA-R2B activ	Mot1-301 SUMO	PKA-R1A activ
Cc1ccsc1/C=C1/SC(=O)N(CC(=O)N2CCCC2)C1=O	101	0	-8	-5.5	-12	14	-14	29	-3	2	-3
CC(CN1CCCC1)OC(=O)c1ccc(Cl)cc1Cl (configuration not stated)	114	-1	18	2.5	-6	8	-8	x	-1	9	-16
Cc1ccc(C(=O)NNC(=O)C2CCN(Cc3ccccc3)CC2)cc1	110	-1	23	0.5	0	-27	27	-7	4	460	-8
Cn1cccc1C(C#N)c1cccc(F)c1C#N (configuration not stated)	96	1	-3	1.3	3	1	-1	8	-2	115	0
Cc1nnc(SCc2ccccn2)n(N)c1=O	117	-2	8	0.4	-4	-23	23	-2	7	-7	0
O=[N+]([O-])c1cc(Cl)ccc1N1CCCCC1	95	-1	28	1.3	5	7	-7	10	-8	x	-6
Cc1c(/C=C(\C#N)C(=O)NCc2ccccc2)cc(C#N)n1C	110	-1	18	-1.1	0	x	x	0	5	-10	-4
CN(C(=O)c1cccc(NC(=O)Cc2ccc(NC(=O)C3CCCN(C(=O)CCc4ccccc4)C3)cc2)c1)C1CCCCC1 (configuration not stated)	98	x	-6	-0.6	-7	67	-67	-47	-4	x	-2
O=C(CCN1C(=O)C2(OCCO2)c2ccccc21)c1ccccc1	105	-4	6	1.5	-2	9	-9	x	-6	-19	-7
Cc1cc(=O)n(C)c(=O)n1CCCCCCN1CCCC1	98	6	17	0.6	-6	3	-3	8	-4	24	8
CC(C)COc1ccc(C(=O)N/N=C/c2ccoc2)cc1	100	18	5	1.3	-8	-4	4	9	-1	11	-10
Cc1ccc(S(=O)(=O)c2c(C)cc(-c3ccccc3)[nH]c2=O)cc1	92	2	4	-0.3	-4	-5	5	x	-5	0	-12
Cc1ccccc1-c1nnc(SCC(=O)Nc2c(C)n(C)n(-c3ccccc3)c2=O)o1	x	-1	8	-0.1	-6	-37	37	x	-1	-4	-8
O=C1c2ccccc2C(=O)N1CSc1nnc2c3ccccc3n(CCc3ccccc3)c2n1	x	0	-14	0.9	-8	35	-35	21	-7	-12	-5
S=c1nc[nH]c2c1ncn2C1CCCC1	92	2	-9	0.2	3	-12	12	-9	3	3	3
CCC(CC)C(=O)OCC(=O)NC12CC3CC(CC(C3)C1)C2	106	18	-3	-2.1	-3	-14	14	-5	-3	-21	-4

Rewritten field by field: four of the compounds above.
SMILES: Cc1nnc(SCC(=O)Nc2cc(S(=O)(=O)N3CCOCC3)ccc2C)s1
  Pemphigus Ab inh: 103	NSD2 HMT inh: 2	Arrestin-AP2 inh: -1	CDK5 inh: -3.2	dFosB activator: -5	SR-BI HDL uptake: -21	SR-BI DiI-HDL act: 21	MITF act: -7	PKA-R2B activ: -2	Mot1-301 SUMO: x	PKA-R1A activ: -2

SMILES: C/C(=N\N=C1\NC(=O)C(Cc2ccccc2)S1)c1ccccc1 (configuration not stated)
  Pemphigus Ab inh: 104	NSD2 HMT inh: -26	Arrestin-AP2 inh: -14	CDK5 inh: -4.7	dFosB activator: -26	SR-BI HDL uptake: 10	SR-BI DiI-HDL act: -10	MITF act: -6	PKA-R2B activ: -7	Mot1-301 SUMO: 274	PKA-R1A activ: -17

SMILES: COC(=O)c1cc2n(n1)CCN(Cc1ccc(OC)cc1)C2=O
  Pemphigus Ab inh: 107	NSD2 HMT inh: 1	Arrestin-AP2 inh: 9	CDK5 inh: -1.8	dFosB activator: -4	SR-BI HDL uptake: -18	SR-BI DiI-HDL act: 18	MITF act: -10	PKA-R2B activ: 4	Mot1-301 SUMO: -14	PKA-R1A activ: 1

SMILES: C=CCOC(=O)C1=C(C)NC(C)=C(C(=O)OCC=C)C1c1ccco1
  Pemphigus Ab inh: x	NSD2 HMT inh: 3	Arrestin-AP2 inh: -6	CDK5 inh: -1.2	dFosB activator: 2	SR-BI HDL uptake: 2	SR-BI DiI-HDL act: -2	MITF act: x	PKA-R2B activ: -10	Mot1-301 SUMO: -4	PKA-R1A activ: -17
